Screens as filed in PubChem.
CAL PDZ FP-1: inhibitors of human CAL PDZ peptide binding | AID 504414 | 330,000 tested, 0.02% active | inhibition, % at 20 µM | purified CAL PDZ, TMR-peptide fluorescence polarization, 1 h | Q9HD26;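 active = highest replicate inhibition of at least 40%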;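 also: plate controls were DMSO neutral control wells for no effect and unlabeled competitor peptide control wells for full effect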
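System: purified tagged CAL PDZ domain construct (CerCALP). Schedule: 1 h incubation at room temperature before polarization reading. Medium: 25 mM sodium phosphate pH 7.4, 150 mM NaCl, TCEP, IgG, Thesit. Read-out: percent inhibition from loss of millipolarization. Measured by: FP readout, S and P plane fluorescence. Probe or stimulus: fluorescent TMR peptide probe.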
Rtt109 HAT inh: inhibitors of Candida albicans Rtt109/Vps75 histone acetyltransferase; Q5AAJ8; purified Rtt109/Vps75, ThioGlo CoA-SH fluorescence, 4 h; inhibition, % at 34.9 µM; 330,000 tested, 0.16% active; AID 540336;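 active = inhibition of at least 50% in every replicate; inconclusive = best replicate reaches 50% inhibition but some replicates fall short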
Target sequence (Q5AAJ8 whole entry, looked up): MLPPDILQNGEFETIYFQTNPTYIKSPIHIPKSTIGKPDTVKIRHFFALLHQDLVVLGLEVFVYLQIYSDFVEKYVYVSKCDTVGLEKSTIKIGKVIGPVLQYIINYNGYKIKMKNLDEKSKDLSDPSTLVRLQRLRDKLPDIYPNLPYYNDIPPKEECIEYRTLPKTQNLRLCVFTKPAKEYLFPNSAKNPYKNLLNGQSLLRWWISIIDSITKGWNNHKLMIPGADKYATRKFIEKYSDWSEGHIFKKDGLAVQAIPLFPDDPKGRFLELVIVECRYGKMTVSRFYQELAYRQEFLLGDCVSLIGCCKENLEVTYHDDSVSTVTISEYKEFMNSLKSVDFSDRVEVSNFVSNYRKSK
Wnt act: activators of Wnt/beta-catenin signaling. 300,000 tested, 1.2% active. Wnt/beta-catenin reporter cell assay, activator, plate reader. activation, % at 9.35 µM; in the data active = activation above about 30%, passing the limit was not always enough; inconclusive = no clear call, values can overlap the other calls;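 also: 0% = neutral control wells and 100% = positive control wells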
CDK5 inh: inhibitors of human CDK5/p35 kinase; Q00535+Q15078; Recombinant CDK5/p35, ADP-Glo luminescence, 60 min; inhibition, % at 10 µM; 330,000 tested, 0.01% active;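 active = highest replicate inhibition of at least 50% and at least 75% of replicates reaching 50%; inconclusive = only one of the two criteria met; inactive = both criteria failed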;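 also: plate controls were DMSO neutral control for no effect and GW8510 at 10 µM for full effect; many of its hits are not listed in these tables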
V-ATPase pH: alters yeast V-ATPase proton transport. 350,000 tested, 0.37% active. AID 504577. response, % at 10 µM. S. cerevisiae, pHLuorin cytosolic pH fluorescence; in the data active = response mostly above about 7.3%, no sharp cut-off; inactive = mostly below about 5.4%; also: actives read high; inactives centre near 0; some compounds called inactive have numbers as strong as hits; reference of the scale not given here
CAL PDZ FP-2: inhibitors of human CAL PDZ peptide binding; inhibition, % at 24.9 µM; 300,000 tested, 0.92% active; AID 602252; purified CAL PDZ, TMR-peptide fluorescence polarization, 1 h;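 active = mean inhibition of at least 30% with at least half of replicates also reaching 30%; inconclusive = no clear call, values can overlap the other calls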;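 also: 0% = DMSO neutral control and 100% = excess unlabeled competitor peptide PRC23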
MITF TRPM1 HTS: increases MITF-driven TRPM1 promoter luciferase signal; activation, % at 12.5 µM; 300,000 tested, 0.75% active; SK-MEL-5 TRPM1-promoter luciferase, 24 h; % of positive control, neutral wells = 0;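 active = mean activation of at least 80% with every replicate also reaching 80%; inconclusive = mean reaches 80% but some replicate falls short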;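 also: 0% = neutral control wells and 100% = parthenolide positive control wells; values of inactives mirror those of a sister screen read the other way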
Tat export inh: E. coli Tat transport inhibition. inhibition, % at 10 µM. 340,000 tested, 0.036% active. E. coli MC4100 TorA-mCherry Tat export, fluorescence;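 active = mean replicate inhibition at least 50% and at least half of replicates individually reaching 50%; inconclusive = only one of the two criteria met; inactive = neither criterion met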;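 also: exported cargo escapes ClpAP degradation while cytoplasmic cargo is degraded and loses fluorescence; 0% = median of neutral control wells and 100% = median of NaSCN control wells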
cardiac RTF act: cardiac RTF calcium sensitization; P19429+P45379; IANBD-labeled TnC RTF fluorescence at EC20 calcium; 0% EC20 calcium, 100% full calcium; activation, % at 7.2 µM; 340,000 tested, 0.24% active; AID 493008;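 active = activation above the mean over all tested compounds plus 3 SD, cut at about 30% in these data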;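 also: rise in fluorescence read as greater calcium sensitivity of cardiac thin filaments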
dFosB activator: mouse delta FosB homodimer activation; purified delta FosB, TAMRA-CDK5 oligo fluorescence polarization; percent of positive-control signal above neutral wells; activation, % at 25 µM; 340,000 tested, 0.99% active; P13346;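 active = mean activation above about 17%, with every replicate also reaching it, limit read from the data, passing the limit was not always enough; inconclusive = only one of the two conditions met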;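 also: fluorescence polarization rise as delta FosB binds a TAMRA Cdk5 AP-1 oligo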
Target sequence (P13346 whole entry, looked up): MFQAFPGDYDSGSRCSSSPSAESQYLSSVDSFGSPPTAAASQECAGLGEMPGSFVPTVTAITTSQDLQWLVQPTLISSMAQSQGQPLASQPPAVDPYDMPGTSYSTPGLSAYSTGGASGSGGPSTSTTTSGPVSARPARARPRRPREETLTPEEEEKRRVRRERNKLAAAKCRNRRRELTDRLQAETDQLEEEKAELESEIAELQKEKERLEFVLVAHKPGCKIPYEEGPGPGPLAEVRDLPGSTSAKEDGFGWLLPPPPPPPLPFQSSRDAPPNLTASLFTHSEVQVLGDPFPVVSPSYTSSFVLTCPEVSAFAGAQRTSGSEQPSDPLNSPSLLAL
The depositor's hits bear a star; ? = inconclusive; . = not tested or not shown. Not a hit list. About 4.1% of those tested had a hit in this group.

SMILES	CAL PDZ FP-1	Rtt109 HAT inh	Wnt act	CDK5 inh	V-ATPase pH	CAL PDZ FP-2	MITF TRPM1 HTS	Tat export inh	cardiac RTF act	dFosB activator
COc1ccc(-n2ncc3c(N(C)C4CCCCC4)ncnc32)cc1	-2.3	-1	-14	-0.4	-3	.	-59	12	2	-16
O=C(O)c1ccc(NS(=O)(=O)c2ccc3nnn(O)c3c2)cc1	0.6	-3	.	0.1	2	0	-1	-4	0	2
Cc1nc2ccccc2n1CC(=O)OCC(=O)N1CCC(C)CC1	0.1	2	-3	0.7	2	.	6	-9	-3	-1
CC(C)=CC(=O)Nc1ccc(Cl)cc1	-4.0	-3	45*	-0.2	-1	-3	89*	-2	-6	-1
CC(C)N(C(=O)Cn1c(-c2ccccc2Cl)nc2ccccc21)c1ccccc1	0.2	9	-4	-0.6	0	-5	-7	9	-7	0
O=C1NC(=NCc2ccccc2)NC1(c1ccccc1)c1ccccc1	-0.9	4	-2	0.6	1	-3	1	-3	-1	0
Cc1ccc(C(=O)N2CCOCC2)cc1S(=O)(=O)N1CCCCC1	-1.5	2	-2	1.4	5	-4	1	-4	-2	-3
O=C(/C=C/c1cc([N+](=O)[O-])ccc1OC(F)F)NCc1ccc(F)cc1	-1.0	0	-2	0.1	-4	0	.	-2	-5	-3
COc1ccccc1NC(=O)CSc1nnc(CC(=O)Nc2ccccc2C)n1C	-2.5	1	0	0.0	-1	0	-2	-7	-5	-2
CC(OC(=O)Cc1c[nH]c2ccccc12)C(=O)c1ccccc1 (stereo unspecified)	-0.4	9	1	-1.3	4	1	-2	9	-5	-2
Cn1c(C(=O)O)ccc1S(=O)(=O)N(Cc1ccccc1)Cc1ccccc1	0.2	-10	1	0.3	1	22	-4	-2	4	-4
COCCCN1CC(=O)N2C(c3ccc(OC)c(OC)c3)c3[nH]c4ccccc4c3C[C@H]2C1=O (stereo partly specified)	0.0	-7	6	0.2	2	2	-8	5	0	-19
COc1ccc(N2C(=O)/C(=C\c3ccco3)N=C2SCC(=O)NC(C)(C)C)cc1Cl	-0.2	0	-2	-0.1	3	-2	2	-7	5	0
CSc1ccccc1Sc1cc(C(=O)O)c2ccccc2n1	-0.5	-3	.	-1.1	-1	-3	7	-4	-1	4
Nc1nc(Cl)nc(N(c2ccccc2)c2ccccc2)n1	-0.3	8	-2	0.8	0	-2	5	4	3	1
O=C(NCc1ccco1)c1ccc(C(=O)NCc2ccco2)cc1	-1.0	-8	0	0.2	2	-4	2	0	1	2
Cc1nn(Cc2c(Cl)cccc2Cl)c(C)c1N	-0.8	3	0	0.2	4	-2	3	-5	1	3
Cc1ccc(C(=O)Nc2cccc(-c3cnc4ccccc4n3)c2)cc1	-0.2	5	.	-1.6	4	-3	22	-4	-2	-9
COc1ccc(NC(=O)Nc2ccc(F)c(F)c2)c(OC)c1	-0.9	18	1	-0.2	-3	1	-71	-6	0	0
CCOc1ccc(Cc2nnc(SCC(N)=O)n2C)cc1	-1.3	1	.	-1.0	6	.	-6	0	-3	-1
CCn1ncc(Cl)c1C(=O)NC(=S)Nc1ccccc1Br	-2.3	-2	5	-0.9	5	1	-1	5	2	-1
CC1CN(CC(=O)Nc2ccc(Br)cn2)CC(C)O1 (stereo unspecified)	0.9	-4	0	0.2	0	-3	.	5	-4	-3
CC1=CC(=C(C#N)C#N)C=C(C)N1CCN1CCN(C(=O)Nc2ccc(Cl)c(Cl)c2)CC1	-1.6	-18	.	0.7	3	-3	2	-4	1	50*
Cc1c(/C=C2\SC(=O)N(CC(=O)Nc3ccc4c(c3)OCO4)C2=O)c2ccccc2n1C	-3.0	.	-1	-0.9	-1	-5	-4	5	7	8
O=C(O)C(=O)Cc1c[nH]c2ccccc12	0.7	3	20	-2.8	-1	6	-10	-9	2	-6
(listing goes on)
SMILES	CAL PDZ FP-1	Rtt109 HAT inh	Wnt act	CDK5 inh	V-ATPase pH	CAL PDZ FP-2	MITF TRPM1 HTS	Tat export inh	cardiac RTF act	dFosB activator
O=C(c1c(F)cccc1F)N(C1CCCCC1)C1CCCCC1	0.3	-1	-4	1.9	2	-5	-8	-2	-3	-6
COc1ccc(/C=C/C(=O)Nc2ccc(N3CCOCC3)cc2)cc1	0.7	2	.	-0.4	-5	-7	-3	2	-1	-4
CC(=O)Nc1ccccc1NC(=O)c1cccc2ccccc12	-0.1	-3	.	0.4	2	0	-13	-15	6	-6
CCOC(=O)CN1N=C(c2ccc(Cl)cc2)CCC1=O	-0.4	1	0	-1.5	4	-3	-6	4	5	-4
CCNC(=O)CC1C(=O)N(CC)C(=S)N1NC(=O)c1cccnc1 (stereo unspecified)	-2.6	-9	2	-0.1	2	-2	11	-14	-1	-4
CCOc1ncccc1C(=O)Nc1ccc(-c2cn3ccsc3n2)cc1	-0.4	-20	.	-1.9	1	2	.	0	1	-3
O=C(CNc1cccc(S(=O)(=O)N2CCCCCC2)c1)Nc1cccc([N+](=O)[O-])c1	-0.4	5	-5	-0.9	9	5	-1	7	-5	-7
CCN(CC(=O)Nc1ccc(NC(C)=O)cc1)C(=O)c1c(C)nn(-c2ccc(F)cc2)c1Cl	0.9	4	-1	-1.6	0	1	-4	-4	3	-6
CCOc1ccc2nc(NC(=O)c3c([N+](=O)[O-])cnn3CC)sc2c1	-0.2	-10	-2	-0.5	0	-2	2	-4	0	-2
O=C(CCC(=O)Nc1ccc(F)cc1)N/N=C/c1ccccc1	-0.9	.	-2	1.5	1	-1	3	-3	4	18*
Cc1cccc(C)c1OCCCN1CCCC1	0.3	13	.	-0.1	2	0	-3	-6	4	1
CCCCNc1nnc(SCC(=O)c2c(N)n(C3CC3)c(=O)[nH]c2=O)s1	-0.6	-9	-9	1.2	1	-3	8	0	-1	-1
O=C(CNC(=O)c1ccc(Cl)cc1Cl)OCC(=O)c1ccc2c(c1)OCCO2	.	9	.	-0.7	4	-3	12	6	-2	-11
O=C(Nc1ccccc1OCc1ccccc1)c1ccccc1Br	1.0	5	-1	-0.6	-2	1	.	4	-6	3
C1=C(N2CCOCC2)/C(=C/c2nc3ccccc3[nH]2)CC1	0.3	19	.	0.9	-2	-3	-12	-2	18	-17
COc1ccc2c(c1)CCc1sc(NC(=O)c3ccco3)nc1-2	-1.0	16	.	1.8	-2	.	58	-15	-2	-22
CCC(C(=O)Nc1ncccn1)(C(F)(F)F)C(F)(F)F	-0.4	4	.	-1.6	1	-1	-14	15	10	-2
Cc1ccc(C(=O)Cn2c(=N)n(N)c3ccccc32)cc1	.	3	15	0.3	-1	-2	5	-4	-4	2
Cc1ccc(OCc2nnc(SCC(=O)NC3CCCCC3)n2C)cc1	-0.6	0	.	1.2	3	-1	2	5	2	-3
NC1=NC[C@H](c2ccccc2)N1CC1CCCCC1	-0.5	1	1	-0.9	-1	0	9	4	-1	3
CC1CN(c2ccc(Cl)cc2)c2nc3c(c(=O)[nH]c(=O)n3C)n2C1 (stereo unspecified)	-0.5	-9	-2	0.8	2	-2	-13	1	-3	-2
CCOC(=O)N1CCN(C(=O)COC(=O)c2oc3ccc(OC)cc3c2C)CC1	-1.0	-9	2	1.0	-2	-1	24	-4	-2	-6
O=C(Nc1cccc(-c2cnc3ccccc3n2)c1)c1ccc(Cl)cc1	-0.8	5	5	-3.2	-1	-2	5	3	-5	2
C=CCn1cnc2c(nnn2-c2ccc(Cl)cc2)c1=O	-1.7	-3	5	-0.9	-1	-13	22	1	1	-2
CCS(=O)(=O)c1nc(S(=O)(=O)c2ccc(Cl)cc2)c(N2CCOCC2)s1	-0.8	-3	3	0.5	-3	-4	-9	2	-3	-5
Additional structures:
SMILES	CAL PDZ FP-1	Rtt109 HAT inh	Wnt act	CDK5 inh	V-ATPase pH	CAL PDZ FP-2	MITF TRPM1 HTS	Tat export inh	cardiac RTF act	dFosB activator
CCc1ccc(C(=O)CN2C(=O)C(C)N(c3ccc(C)cc3)C2=O)cc1 (stereo unspecified)	-2.0	.	6	-0.9	-4	1	19	1	4	1
O=C(O)CSCC(=O)Nc1cccc(C(F)(F)F)c1	0.0	8	0	-0.9	0	-3	-11	-10	5	-3
CCOc1cccc2cc(C(=O)Nc3cc(C)on3)c(=O)oc12	-2.2	-6	.	-1.2	-3	.	27	-8	2	3
Cc1ccc(C(C)C)c(OCC(=O)OCC(=O)NC2CC2)c1	0.0	-2	1	2.1	1	-6	-2	2	-5	4
Cn1cc(C(c2ccccn2)c2cn(C)c3ccccc23)c2ccccc21	-5.8	-4	.	-1.3	2	-2	-5	2	-3	-5
O=C(CC(O)CCc1ccccc1)c1ccc(O)cc1 (stereo unspecified)	-0.4	-4	15	-1.8	3	-2	45	3	0	-2
Cc1cc(C(F)(F)F)n2nc(-c3sccc3-n3cccc3)cc2n1	0.1	-7	5	-1.8	-1	-3	.	-3	0	-5
O=C(COC(=O)c1ccccc1NCCO)Nc1ccc(S(=O)(=O)NC2=NCCCCC2)cc1	-0.7	2	3	-0.7	1	-2	-4	-11	-1	-3
CC(C)CC(=O)N1CCN(C(=O)c2ccc(-c3ccccc3)cc2)CC1	-0.5	-6	1	3.0	3	1	.	-3	4	-1
COc1cccc2c(O)cc(=O)n(C)c12	0.1	6	-3	0.4	0	1	-2	5	3	2
CC(=O)c1cccc(N(C(=O)c2ccco2)C(C(=O)NC2CCCC2)c2ccccc2F)c1 (stereo unspecified)	-0.6	-4	3	0.3	3	-1	-5	-1	-7	-8
O=C(NCC1CCCO1)c1ccc(S(=O)(=O)Nc2ccc(F)cc2)cc1 (stereo unspecified)	0.0	1	-6	-1.7	6	-6	-4	13	-5	1
CCOc1ccc(-n2cc(C(=O)Nc3cccc(C)n3)c3cc(OC)c(OC)cc3c2=O)cc1	-3.0	8	-6	-0.5	-4	1	-4	3	-6	-23
N#C/C(=C/c1ccc(-c2ccc(S(N)(=O)=O)cc2)o1)C(=O)Nc1ccccc1	0.1	-6	-8	-0.7	-1	-4	-3	-7	2	?
CC(=O)c1ccc(NC(=O)COc2ccccc2C(=O)Nc2ccccc2)cc1	-6.9	-8	2	-2.0	-4	.	18	9	-6	-14
O=C(C1CC(c2ccccc2O)=NO1)N1CCCCC1 (stereo unspecified)	0.8	4	13	-2.8	-2	-4	77	-15	-6	10
CCCc1nnc(NC(=O)c2c(O)c3c([nH]c2=O)CCCC3)s1	-1.5	-6	-3	0.4	-3	-3	.	3	3	-6
COc1ccc(S(=O)(=O)N2CCN(c3cc(-c4ccccc4)nc4ncnn34)CC2)cc1	.	-10	-3	-1.6	6	-2	-26	14	-4	8
CCCNC(=O)Cc1c(C)n(C(=O)c2ccc(Cl)cc2)c2ccc(OC)cc12	-0.9	0	-1	0.8	-1	-2	-10	-1	6	-11
Cc1coc2c1c(C)cc1oc(=O)c(CC(=O)NCC(=O)NCC(=O)O)c(C)c12	-2.5	24	1	2.6	-3	-5	-11	-5	1	-3
